From PubChem
CHOP inh = blocks CHOP induction under ER stress; AID 2732; inhibition, % at 10 µM; CHO-K1 CHOP-promoter luciferase, tunicamycin-induced, 15-18 h; 220,000 tested, 3.8% active;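 active = compounds that reduced the stress-induced luciferase reporter signal by more than about 70% of percent inhibition, limit read from the data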;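 also: 0% = tunicamycin plus vehicle and 100% = wells without tunicamycin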
EBV gp42 block = EBV gp42 inhibition. Q1HVG2. Fluorescence polarization binding assay, mP read-out. inhibition, % (tested at 21.74 µM). 220,000 tested, 0.42% active; in the data active = inhibition above about 50%
Runt-SMMHC FRET = inhibitors of human RUNX1 Runt domain binding to CBFb-SMMHC; Q01196+Q13951; Cerulean-Runt/Venus-CBFb-SMMHC FRET ratio 530/480, 1 h; inhibition, % at 20 µM; 220,000 tested, 0.74% active;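 active = mean inhibition across duplicate retests at 20 µM reaching about 50%, limit read from the data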;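 also: 0% = DMSO wells and 100% = wells with excess untagged CBFb-SMMHC; inhibitors lower the FRET ratio by blocking Runt binding to CBFb-SMMHC; some results filed as inactive read as strong as hits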
zfTRPN1 agonist = zebrafish TRPN1 (NompC) channel agonism. HEK293 zebrafish TRPN1-YFP, Fluo-8 calcium fluorescence; 100% = response to 87 µM carbachol. activation, % at 3 µM. 220,000 tested, 0.18% active. AID 1424;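 active = activation above its plate's cutoff, the mean activation of test wells on that plate plus 3 SD, cut at about 19% in these data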;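 also: 0% = DMSO alone and 100% = 87 µM carbachol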
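Assay system: Zebrafish TRPN1-YFP in HEK293 cells | Incubation: Dye loading 1 h at 37 °C, then 30 min room temperature | Measured by: Kinetic Fluo-8 fluorescence, ex 470-495, em 515-575 nm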
TRPML3 ag = human mucolipin-3 channel agonism; Q8TDD5; HEK293 TRPML3-YFP, Fluo-8 calcium fluorescence; 100% = the carbachol control signal; activation, % at 3 µM; 220,000 tested, 0.29% active; AID 1448;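 active = activation above its plate's cutoff, the mean activation of the plate's test wells plus 3 SD, cut at about 12% in these data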;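 also: 0% = DMSO only wells and 100% = carbachol wells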
Target sequence (Q8TDD5 whole entry, looked up): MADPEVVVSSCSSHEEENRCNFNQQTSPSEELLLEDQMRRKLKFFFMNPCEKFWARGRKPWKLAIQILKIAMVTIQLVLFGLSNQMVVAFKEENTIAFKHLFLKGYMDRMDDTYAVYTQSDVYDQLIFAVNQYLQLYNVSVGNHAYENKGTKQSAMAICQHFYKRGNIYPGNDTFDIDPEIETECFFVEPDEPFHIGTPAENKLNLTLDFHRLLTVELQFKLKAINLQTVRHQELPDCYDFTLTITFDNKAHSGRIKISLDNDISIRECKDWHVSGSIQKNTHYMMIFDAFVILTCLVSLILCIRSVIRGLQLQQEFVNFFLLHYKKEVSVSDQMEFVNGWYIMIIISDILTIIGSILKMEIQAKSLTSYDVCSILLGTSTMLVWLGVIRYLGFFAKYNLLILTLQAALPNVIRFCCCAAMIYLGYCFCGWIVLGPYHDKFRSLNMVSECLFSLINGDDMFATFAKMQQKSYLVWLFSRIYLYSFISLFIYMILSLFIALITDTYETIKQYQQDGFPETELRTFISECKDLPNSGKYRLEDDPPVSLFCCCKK
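Material: TRPML3-YFP stable HEK293 cells | Dosing: One concentration, 3 µM nominal, 0.3% DMSO | Timing: 125 s total fluorescence read per well | Technique: Fluo-8 calcium dye fluorescence, ex 470-495, em 515-575 nm | Measure: Percent activation from peak-to-basal fluorescence ratio, scaled between DMSO and carbachol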
MDM2 E3 inh = Mdm2 E3 ligase (human) inhibition. 210,000 tested, 0.11% active. signal enhancement, % at 5 µM. Q00987. cell-based MDM2 ubiquitination luciferase reporter, 2 h; 0 = plate control, 100 = twice control, blank-subtracted. AID 1230;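 active = signal enhancement of 30% or more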;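 also: luminescence tracks abundance of the self-degrading MDM2-luciferase fusion protein; higher signal means inhibition of MDM2 E3 ligase activity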
Target sequence (Q00987 whole entry, looked up, the tested form may be a part): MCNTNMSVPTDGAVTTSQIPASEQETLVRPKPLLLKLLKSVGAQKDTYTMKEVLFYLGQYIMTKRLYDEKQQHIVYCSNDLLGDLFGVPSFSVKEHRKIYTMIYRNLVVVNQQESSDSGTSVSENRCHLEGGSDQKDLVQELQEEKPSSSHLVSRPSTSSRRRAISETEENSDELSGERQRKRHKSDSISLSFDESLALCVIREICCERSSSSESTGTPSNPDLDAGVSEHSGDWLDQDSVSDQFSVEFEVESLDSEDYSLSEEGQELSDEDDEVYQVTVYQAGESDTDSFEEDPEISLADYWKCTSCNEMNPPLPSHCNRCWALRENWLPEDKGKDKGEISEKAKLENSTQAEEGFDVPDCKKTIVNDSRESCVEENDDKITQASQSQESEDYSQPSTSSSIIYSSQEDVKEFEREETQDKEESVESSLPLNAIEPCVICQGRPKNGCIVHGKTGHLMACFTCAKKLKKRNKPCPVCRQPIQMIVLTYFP
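Material: stable MDM2–luciferase fusion reporter cells / Quantity: 2000 cells/well / Dosing: single 5 µM compound dose, 0.2% final DMSO / Buffer or medium: DMEM / Schedule: 4 h cell settling then 2 h compound exposure, 37 °C / Detection: luminescence with SteadyLite reagent, 15 min at room temperature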
TNF necrop inh = TNF-alpha cell death inhibition in Jurkat FADD-/- cells; activation (protection from cell death), % at 10 µM; AID 463075; Jurkat FADD-/- TNF necroptosis rescue, ATP luminescence, 24 h; 0 = TNF only, 100 = no-TNF cells; 220,000 tested, 0.068% active;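 active = activation, meaning protection from cell death, of at least 50% relative to plate controls; inactive = activation below 50%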;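 also: necroptosis triggered by 40 ng/mL TNF-alpha added together with compound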
PPC-1+TRAIL kill = compounds killing PPC-1 cancer cells with TRAIL present (potentiator screen, no TRAIL-free arm); cell killing (% activity), % at 4 µM; 220,000 tested, 0.41% active; PPC-1 cells + TRAIL, ATPLite viability luminescence;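 active = cell killing above 50% in the first pass at 4 µM, then a duplicate retest at 5 µM averaging 50% or more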;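 also: plate controls were cells with TRAIL plus DMSO for no effect and medium-only wells lacking cells for full effect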
p47phox inh = inhibitors of human p47phox binding; P14598; inhibition, % at 24.7 µM; p47phox/p22phox peptide binding, fluorescence polarization, 2 h; 220,000 tested, 0.53% active;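 active = inhibition above about 30%, limit read from the data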;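 also: 0% = p47phox with labelled peptide and 100% = labelled peptide alone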
* = called active by the depositor; . = not tested or not shown. Hits appear at their usual frequency; any-hit rate near 5.9%.

SMILES	CHOP inh	EBV gp42 block	Runt-SMMHC FRET	zfTRPN1 agonist	TRPML3 ag	MDM2 E3 inh	TNF necrop inh	PPC-1+TRAIL kill	p47phox inh
CN1CCN(c2ccc(NS(=O)(=O)c3ccc(Cl)cc3)cn2)CC1	3	26	-2	0.6	1.4	-10	1.8	-12	-19
Cn1c(=O)n(C)c2cc(NS(=O)(=O)c3ccc(C(C)(C)C)cc3)ccc21	67	2	-15	6.2	2.4	-7	-4.1	14	-5
O=C(/C=C/c1ccc(N2CCCCC2)c([N+](=O)[O-])c1)c1ccc(S(=O)(=O)N2CCCC2)cc1	17	6	-3	1.8	0.8	-3	-2.1	9	-5
CC1(NC(=S)Nc2ccc(NC(=S)NC3(C)CCS(=O)(=O)C3)cc2)CCS(=O)(=O)C1 (centres undefined)	5	-9	0	-0.4	0.5	-9	3.8	0	-5
CC(C)CCN1NC2(CCC(C)CC2)NC1=S (centres undefined)	-10	-2	-1	-0.4	0.8	-13	-1.5	31	-4
CNC(=O)Nc1cccc2cccnc12	-2	9	2	1.1	0.5	-9	-0.3	-2	-3
COc1ccc(C2C(C(=O)Nc3ccccc3OC)=C(C)Nc3ncnn32)cc1 (centres undefined)	13	-3	-6	0.3	-0.1	-13	0.9	17	-7
C/C(=N\NC(=O)COc1ccc(C)cc1[N+](=O)[O-])c1cccs1	-15	-9	0	-0.6	0.5	3	1.0	-2	4
Cc1noc(C)c1S(=O)(=O)N1CCN(c2ccccc2)CC1	31	-2	-5	-2.4	0.0	-14	-0.2	14	-6
Cc1ccc(OCCSc2nnc(NC(=O)c3ccco3)s2)cc1	60	-17	6	-0.2	0.8	-4	-2.5	9	-10
COc1ccc(NS(=O)(=O)c2cc(NC(=O)[C@@H](NC(N)=O)C(C)C)ccc2C)cc1	-7	-11	4	-0.3	0.5	.	-2.9	-19	-9
O=C(Nc1cccc(-n2cnnn2)c1)c1ccco1	15	-9	-9	1.1	0.6	-13	-3.0	11	1
CCOc1ccc2c(c1)C(C)=CC(C)(C)N2S(=O)(=O)c1ccc(C)cc1	-16	-6	-1	-0.7	16*	14	-9.4	9	-3
Cc1cc(OCc2cc3c(cc2Cl)OCO3)c2c(C)cc(=O)oc2c1	43	5	0	-0.2	0.7	12	1.8	-10	15
CCN1C(C)=C(C)S/C1=C1\SC(=S)N(N)C1=O	8	-4	8	-0.6	0.7	-7	-0.1	22	-10
CC(C)(c1ccccc1)c1ccc(OCCn2cnc3ccccc3c2=O)cc1	77*	-19	-6	-0.3	2.0	-12	0.7	11	-4
CCN(Cc1ccccc1)S(=O)(=O)c1ccc2c(c1)NC(=O)CC(=O)N2	38	4	-2	-0.2	0.8	-10	0.1	19	3
CC1=CC(C)(C)NC(=S)N1c1ccc(C)cc1C	9	-10	-4	-0.2	0.3	-6	0.0	7	-4
N#Cc1c(-c2ccccc2)cc(C2CC2)nc1SCC(=O)c1cccs1	20	-4	-47	1.1	1.1	0	-2.7	-16	-3
Cc1ccc(NC(=O)CNS(=O)(=O)c2cccs2)cc1F	-5	-6	-1	-1.2	-0.5	-5	-0.4	17	-14
CS(=O)(=O)N1CCCC(C(=O)c2cccc(Cl)c2)C1 (centres undefined)	-25	7	-2	0.6	0.7	-3	0.0	12	-8
C=CCn1c(SCC(=O)Nc2cccnc2Cl)nnc1-c1ccccc1F	22	-14	0	-0.6	0.0	-6	1.5	4	-2
CCOC(=O)c1sc2ncn(C(CC)C(=O)OC)c(=O)c2c1C (centres undefined)	14	-2	-2	-0.7	-0.4	2	-0.9	16	-5
COc1ccc(OC)c(NC(=O)COC(=O)/C=C/c2c(C)nn(C3CCS(=O)(=O)C3)c2Cl)c1 (centres undefined)	29	11	-12	0.2	0.9	5	-0.6	14	-4
Cc1ccc(-c2ccc(CCC(=O)O)n2CC(=O)O)cc1	-12	-12	2	1.9	1.1	-11	-0.2	4	-14
O=C(NCCOC12CC3CC(CC(C3)C1)C2)c1cccc(Br)c1	59	-1	1	-1.2	-0.5	-4	2.3	23	-11
COCCn1c(SCC(=O)Nc2cccc(S(N)(=O)=O)c2)nc2ccccc21	10	0	-2	0.6	1.1	-9	0.8	-7	3
COc1ccccc1-n1c(SCC(=O)Nc2cccc(C)c2)nc2c(c1=O)SCC2	20	-3	2	0.5	1.2	-12	1.0	12	-24
COc1ccc(C(=O)OC(C(=O)c2ccccc2)c2ccccc2)cc1 (centres undefined)	72*	0	-2	2.2	0.4	-1	-5.3	6	-20
CCc1cc2c(NCC(=O)O)ncnc2s1	-10	-16	-4	1.3	0.1	-11	-2.1	11	-16
CC(=O)N(CCN(C(C)=O)c1ccccc1)c1ccccc1	-20	2	-6	0.7	-0.3	-7	-0.9	-8	1
C=CCn1c(SCC(=O)Nc2ccc3c(c2)OCO3)nnc1-c1ccccc1O	59	-1	-7	0.3	0.1	3	-0.5	2	-7
CC1(c2ccc3noc(-c4ccc(Cl)cc4)c3c2)OCCO1	44	-25	3	0.2	-0.1	-7	-2.5	12	-4
O=C(N1CCCC1)n1c(Cc2ccccc2)nc2ccccc21	3	-15	-1	0.8	0.5	-6	-0.4	13	-7
COc1cc(Cl)ccc1NC(=S)N(CCCN1CCOCC1)Cc1cn(C)c2ccccc12	-7	-7	30	1.1	0.7	-6	-1.5	16	-9
COc1ccc2c(c1)c(CC(=O)Nc1cccc(S(N)(=O)=O)c1)c(C)n2C(=O)c1ccc(Cl)cc1	19	-3	-4	3.0	1.7	.	0.5	13	-31
COc1ccc(NC(=O)CN(c2ccccc2)S(=O)(=O)N(C)C)cc1Cl	8	-13	-5	-0.1	0.3	-9	2.2	-6	-8
O=C(COC(=O)CNC(=O)c1ccco1)NCc1ccc(F)cc1	3	-14	-5	2.0	1.3	12	-0.2	14	-1
Cc1ccc2c(c1)N(S(=O)(=O)c1ccc(F)cc1)C(C(C)(C)C)CO2 (centres undefined)	37	-5	-3	-1.1	-0.2	-34	-5.9	4	-20
CCN(CC)/C(N)=N/c1nc(C)cc(C)n1	2	-2	-4	2.1	0.9	-10	0.2	7	3
COc1ccc(N2CCN(C(=O)CCNC(=O)c3ccccc3)CC2)cc1	-4	-2	0	0.7	0.9	-4	-0.1	11	5
COc1ccccc1NC(c1cccnc1)c1ccc2cccnc2c1O (centres undefined)	-245	-25	-3	0.7	0.2	-3	-7.6	23	13
CN1/C(=C\C=Nc2ccc3ccccc3c2)C(C)(C)c2ccccc21	46	-61	-43	2.4	1.6	-11	-2.8	21	-29
O=C(CSc1ncccc1C(=O)O)c1ccccc1	-8	-15	-4	1.4	-0.6	-19	0.0	14	-6
C=CCCC(=O)Nc1ccc(COC(=O)N2CCOCC2)cc1	31	-18	-1	1.5	0.5	-26	-1.0	23	-9
Cc1cc2ncn(-c3ncnc4scc(-c5ccccc5)c34)c2cc1C	44	-18	4	-2.6	-1.6	-18	-3.3	3	-13
CC(/C=N/NC(=O)CSc1nnc(SCc2ccccc2)s1)=C\c1ccco1	39	-29	8	1.0	-0.5	-15	-1.6	-1	-52
C=CCn1c(Cc2cccs2)nnc1SCC(=O)Nc1ccc(C(=O)OCC)cc1	46	-11	2	0.6	-0.4	-6	-1.6	11	-6

Ordered by molecular weight (ascending): 4 of the compounds above.
SMILES	CHOP inh	EBV gp42 block	Runt-SMMHC FRET	zfTRPN1 agonist	TRPML3 ag	MDM2 E3 inh	TNF necrop inh	PPC-1+TRAIL kill	p47phox inh
C=CCCC(=O)Nc1ccc(COC(=O)N2CCOCC2)cc1	31	-18	-1	1.5	0.5	-26	-1.0	23	-9
O=C(COC(=O)CNC(=O)c1ccco1)NCc1ccc(F)cc1	3	-14	-5	2.0	1.3	12	-0.2	14	-1
Cc1cc2ncn(-c3ncnc4scc(-c5ccccc5)c34)c2cc1C	44	-18	4	-2.6	-1.6	-18	-3.3	3	-13
C=CCn1c(Cc2cccs2)nnc1SCC(=O)Nc1ccc(C(=O)OCC)cc1	46	-11	2	0.6	-0.4	-6	-1.6	11	-6

Later entries
SMILES	CHOP inh	EBV gp42 block	Runt-SMMHC FRET	zfTRPN1 agonist	TRPML3 ag	MDM2 E3 inh	TNF necrop inh	PPC-1+TRAIL kill	p47phox inh
CC1CCN(CC(=O)Nc2ccccc2C#N)CC1	20	-22	2	1.2	0.5	-5	-0.9	1	-4
COc1ccc(NS(=O)(=O)c2ccc(NC(=S)NC(=O)c3ccc(F)cc3)cc2)nn1	3	-16	3	1.3	0.7	-4	1.6	-15	-28
COc1ccc(CNC(=O)c2cnc3cc(C)ccn3c2=O)cc1	39	-9	5	0.0	-0.2	-12	0.8	4	-3
COc1ccc(Br)c(-c2nc(CS(=O)(=O)c3ccc(F)cc3)no2)c1	5	5	-9	-2.4	-1.2	-9	2.9	18	1
COc1ccc(OC)c(NC2c3ccccc3C(=O)N2Cc2ccc3c(c2)OCO3)c1 (centres undefined)	58	4	1	-2.1	-1.4	-8	-0.2	-6	-8
CCn1c(Cn2nnc(-c3ccccc3)n2)nnc1SCC(=O)Nc1cccc(C(C)=O)c1	8	-24	1	0.4	0.3	-7	-0.3	-1	-7
O=C(COC(=O)c1ccccc1C(=O)c1ccccc1)NCCc1ccc(Cl)cc1Cl	41	-8	0	-0.8	-0.1	-10	-0.4	2	-9
COc1ccc(C2C(C(=O)Nc3cccnc3)=C(C)Nc3nc(-c4ccco4)nn32)cc1 (centres undefined)	10	6	4	1.5	0.8	-11	-0.8	20	-8
O=C(Nc1ccccc1N1CCOCC1)c1ccc(S(=O)(=O)NCc2ccco2)cc1	0	3	2	-0.7	0.2	0	1.7	28	1
COC(=O)c1c(NC(=O)CN2C(=O)NC3(CCC(C(C)(C)C)CC3)C2=O)sc2c1CCCCC2 (centres undefined)	39	-10	1	0.5	0.4	-10	4.0	-4	-16
Cc1ccc(NC(=O)CN(C)C(=O)c2ccc(S(=O)(=O)N(C)c3ccccc3)cc2)cc1	24	-14	4	-1.9	0.9	3	0.1	15	-2
c1ccc(N2CCN(c3cnccn3)CC2)nc1	23	-17	1	1.8	0.1	-23	0.2	7	2
CCN(CCNC(=O)C1CC(=O)N(CCc2ccccc2)C1)c1ccccc1 (centres undefined)	36	4	1	2.2	0.5	1	0.1	-15	-3
O=C(c1cc(-c2cccs2)nc2ccccc12)N1CCN(c2ccccc2O)CC1	27	7	3	6.4	1.4	10	-5.4	28	-11
CC(C)CNC(=S)N1CCN(c2nc3ccccc3s2)CC1	25	-4	0	10	3.8	-10	-0.5	22	2
CC1(N(O)/C=C2\C=CC=CC2=O)CCCCC1=O (centres undefined)	9	-18	-4	0.5	0.6	-1	2.8	-30	-5
COc1ccccc1C(=O)n1nc(-c2ccco2)nc1SC	40	-5	-1	0.2	0.7	-1	-1.4	7	-4
